Compound activity from PubChem.
POLB inh: inhibitors of human DNA polymerase beta | Potency, µM (doses to about 114 µM), for inactives: top-dose activity change, negative = inhibition, usual class: inhibitors | 340,000 tested, 1.3% active | Pol beta primer extension/strand displacement, fluorescence kinetic; also: potency is read from the fitted curve at half-maximal effect; % is scaled to controls: 0 for no effect and ±100 for the full control effect
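Homogeneous kinetic assay of primer extension and strand displacement by 10 nM Pol beta, preincubated 15 min at room temperature with compound before 50 nM substrate (final) was added. Read at 0 and 10 min; four-parameter Hill fit.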
Pol eta inh: DNA polymerase eta (human) inhibition; 390,000 tested, 1.2% active; Q9Y253; recombinant Pol eta, fluorescent DNA replication assay; Potency, µM (series often up to 114 µM), inactives show at the top dose activity change, negative = inhibition, hits mostly inhibitors; also: potency is read from the fitted curve at half-maximal effect; % is scaled to controls: 0 for no effect and ±100 for the full control effect
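Pol eta (10 nM) was preincubated with compounds for 15 min at room temperature, after which fluorescent replication substrate (50 nM final) was added to start the reaction. Fluorescence was read kinetically at 0 and 10 min.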
BLM helicase inh: Bloom syndrome helicase (human) inhibition | Potency, µM (doses to about 56.1 µM), without a hit: at the top dose activity change, negative = inhibition, most hits filed as inhibitors | P54132 | 350,000 tested, 0.2% active | recombinant BLM DNA unwinding, fluorescence dequenching;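 also: potency is read from the fitted curve at half-maximal effect; plate controls were vehicle for no effect and no enzyme for full effect; nearly all actives have a fitted effect of over 35% in size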
Tb PGK inh: inhibitors of T. brucei phosphoglycerate kinase; P07378; PGK/GAPDH coupled, Kinase-Glo luminescence, 60 min; Potency, µM (doses to about 57.5 µM), for the others: at the highest dose activity change, negative = inhibition, most hits filed as inhibitors; 380,000 tested, 0.043% active; AID 602233; also: potency is read from the fitted curve at half-maximal effect; % is scaled to controls: 0 for no effect and ±100 for the full control effect; nearly all actives have a fitted effect of over 60% in size
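Luminescent ATP detection (Kinase-Glo Plus) follows a 60-minute room-temperature incubation, with wells lacking PGK as controls. Buffer: 100 mM TEA (pH 7.6), 5 mM MgCl2, 0.01% Tween-20. Coupling enzyme GAPDH (100 nM final) supplies unstable 1,3-BPG in-well.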
APEX1 inh: APE1 (human) endonuclease inhibition | P27695 | recombinant APE1, TAMRA/BHQ-2 abasic DNA cleavage fluorescence | Potency, µM (highest dose often 65.8 µM), for inactives: top-dose activity change, negative = inhibition, most hits filed as inhibitors | 350,000 tested, 0.35% active;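 also: potency is read from the fitted curve at half-maximal effect; plate controls were vehicle for no effect and reference inhibitor for full effect; nearly all actives have a fitted effect of over 55% in size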
Target sequence (P27695 whole entry, looked up): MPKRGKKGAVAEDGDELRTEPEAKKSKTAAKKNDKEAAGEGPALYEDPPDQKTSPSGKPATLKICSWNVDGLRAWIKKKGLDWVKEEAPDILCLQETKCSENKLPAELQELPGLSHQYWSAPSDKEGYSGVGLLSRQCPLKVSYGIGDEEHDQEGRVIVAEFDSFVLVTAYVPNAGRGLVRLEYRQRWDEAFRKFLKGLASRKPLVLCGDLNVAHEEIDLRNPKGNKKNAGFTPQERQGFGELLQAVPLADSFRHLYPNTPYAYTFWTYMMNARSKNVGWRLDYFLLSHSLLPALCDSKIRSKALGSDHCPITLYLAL
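Quantitative HTS: incision of a TAMRA/BHQ-2 double-stranded substrate bearing a tetrahydrofuran abasic site by 0.75 nM APE1 raises fluorescence. Substrate 50 nM final, added after 15 min compound preincubation at room temperature; progress as third-minus-first kinetic read difference.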
Pol iota inh: inhibitors of human DNA polymerase iota; Q9UNA4; Pol iota fluorescent replication assay, 10 min; Potency, µM (top dose mostly 115 µM), without a hit: at the highest dose activity, negative = inhibition, most hits filed as inhibitors; 390,000 tested, 1% active; also: potency is read from the fitted curve at half-maximal effect
Target sequence (Q9UNA4 whole entry, looked up): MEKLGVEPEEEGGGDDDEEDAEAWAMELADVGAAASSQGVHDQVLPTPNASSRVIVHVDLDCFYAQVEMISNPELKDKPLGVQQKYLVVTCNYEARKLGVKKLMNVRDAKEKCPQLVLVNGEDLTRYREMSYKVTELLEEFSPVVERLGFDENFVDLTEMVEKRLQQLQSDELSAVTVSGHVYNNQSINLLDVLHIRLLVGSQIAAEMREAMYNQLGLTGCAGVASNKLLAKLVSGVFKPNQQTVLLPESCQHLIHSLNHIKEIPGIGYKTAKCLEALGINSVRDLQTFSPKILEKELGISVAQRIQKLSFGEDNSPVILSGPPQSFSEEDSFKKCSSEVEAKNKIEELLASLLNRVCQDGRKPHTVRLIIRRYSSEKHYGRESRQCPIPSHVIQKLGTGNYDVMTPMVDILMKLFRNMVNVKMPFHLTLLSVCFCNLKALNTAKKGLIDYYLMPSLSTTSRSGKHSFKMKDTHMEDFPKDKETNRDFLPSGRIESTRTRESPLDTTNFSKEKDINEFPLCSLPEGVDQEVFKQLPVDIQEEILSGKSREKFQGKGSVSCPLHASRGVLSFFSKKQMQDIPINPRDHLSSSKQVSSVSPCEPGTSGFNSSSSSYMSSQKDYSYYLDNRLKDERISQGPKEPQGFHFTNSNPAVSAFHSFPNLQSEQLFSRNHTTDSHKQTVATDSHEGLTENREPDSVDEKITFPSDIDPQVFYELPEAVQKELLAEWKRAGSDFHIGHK
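Fluorescent replication assay read twice, at 0 min and 10 min after adding 50 nM (final) substrate. Enzyme (10 nM) and compounds were first incubated 15 min at room temperature; enzyme-free buffer wells were negative controls.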
Apoferritin bind: binds horse apoferritin like a general anesthetic; P02791; apoferritin/1-aminoanthracene competitive binding, fluorescence; Potency, µM (top dose mostly 77.5 µM), inactives show at the highest dose activity change, negative = displacement, hits mostly inhibitors; 350,000 tested, 0.074% active; also: potency is read from the fitted curve at half-maximal effect; % is scaled to controls: 0 for no effect and ±100 for the full control effect; nearly all actives have a fitted effect of over 20% in size
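Read-out: endpoint 1-AMA fluorescence, excitation 380 nm and emission 535 nm, after compounds sit 10 min at room temperature with 10 uM horse-spleen apoferritin in 50% saturated 1-AMA/PBS. Values come from four-parameter Hill fits.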
POLK inh: DNA polymerase kappa (human) inhibition. Q9UBT6. purified Pol kappa, fluorescent DNA synthesis assay, 10 min. Potency, µM (series often up to 107 µM), for the others: top-dose activity, negative = inhibition, most hits filed as inhibitors. 400,000 tested, 0.53% active; also: potency is read from the fitted curve at half-maximal effect; % is scaled to controls: 0 for no effect and ±100 for the full control effect
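Here, compound and 10 nM enzyme are combined for 15 min at room temperature; adding 50 nM substrate (final) starts DNA synthesis, tracked by fluorescence at 0 and 10 min against buffer-only wells.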
RXFP1 antagonist: antagonists of human relaxin receptor RXFP1; Q9HBX9; HEK293-RXFP1, relaxin-stimulated cAMP HTRF, 30 min; active compounds read low; activity change, negative = inhibition, % at 57.5 µM; 350,000 tested, 0.59% active; AID 1259400;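 active = activity change of -60% or lower, but not beyond a set lower limit; inconclusive = change between -60% and -40%, or beyond the set limit; inactive = change above -40%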; also: % is scaled to controls: 0 for no effect and ±100 for the full control effect
An asterisk follows results filed as active; i = inactive; ? = inconclusive; . = not tested or not shown; & = joins results of further samples; [ ] = remark or other dose. Unless noted, calls follow the shape of the dose curve; as a rule, active = well fitted curve in the direction sought with a large enough effect; inconclusive = small, poorly fitted or top-dose-only effect, or another doubt; inactive = no such curve, though single readings can be large; an effect the other way counts as inactive or inconclusive.

RXFP1 antagonist	Pol iota inh	Pol eta inh	Apoferritin bind	BLM helicase inh	Tb PGK inh	APEX1 inh	POLB inh	POLK inh	mol
4	15%	-21%	-13%	-2%	i	2%	20%	-1%	O=[N+]([O-])c1ccc(OCC(O)CN2CCN(c3ccccc3F)CC2)cc1 (stereo not given)
3	61%[activator]	1%	?	-3%	-4%	3%	-2%	-12%	CC1CCCC(NC(=O)COC(=O)c2ccccc2[N+](=O)[O-])C1C (stereo not given)
-12	40%[activator]	-10%	.	.	3%	.	.	1%	Nc1nc(SCc2ccccc2)c2ncn(C3CCCCC3)c2n1
-15	15%	-20%	?	-6%	i	23%	21%	-4%	N/C(Cc1ccc(Cl)cc1)=N\OC(=O)C1CCCCC1
.	2%[58.9 µM]	-5%[57.1 µM]	.	4%	.	15%&1%&-5%	9%[57.1 µM]	-9%[60.1 µM]	CC12C(=O)OC(=O)C1(C)C1CCC2O1 (stereo not given)
-2	-23%	-1%	.	.	-11%	-3%	.	-10%	O=C(COc1ccccc1)NNC(=O)c1ccc(Cl)cc1
-5	55%[activator]	-10%	0%	-8%	-2%	1%	-15%	-7%	COc1ccc(N2CCN(CC(=O)NCc3ccc(Cl)cc3)CC2)cc1
-20	11%	-7%	-4%	-1%	-3%	?	-1%	4%	O=C(O)COc1ccc(/C=C2\SC(=Nc3ccccc3)N(c3ccccc3)C2=O)cc1
.	-11%	-4%	3%	0%	i	.	11%	-11%[60.1 µM]	CC(=O)Nc1ccc(S(=O)(=O)N2CCN(c3ccccc3)CC2)cc1
-2	68%[activator]	-8%	.	.	i	.	.	3%	COc1ccc(NS(=O)(=O)N2CCCCC2)cc1
.	.	.	-7%	-1%	.	-1%	-25%	.	Cc1nn(C)c(C)c1NC(=O)c1cnn2c(C(F)F)cc(-c3ccccc3)nc12
-1	42%[activator]	-15%	-1%	-5%	-8%	-1%	5%	-15%	O=C(c1cc(S(=O)(=O)N2CCOCC2)c(Cl)cc1Cl)N1CCCCC1CO (stereo not given)
-7&-8	-8%&0%	-13%&-13%	-16%&-12%	4%&-3%	5%&8%	-11%	14%&-11%	-14%&-2%	Cc1ccc(OCCCCn2cnc3ccccc32)cc1
-6	10%	-3%	-1%	1%	-1%	6%	8%	-10%	COc1ccc(OCCCC(=O)Nc2nncs2)cc1
0	?	3%	-10%	-16%	-3%	-3%	12%	-36%	CC(C)CCNC(=O)C(c1ccncc1)N(Cc1cccs1)C(=O)Cn1nnc(-c2ccc(F)cc2)n1 (stereo not given)
-7	?	-19%	-8%	-7%	-2%	-23%	?	-5%	Cc1cc(C2(O)C(=O)Nc3ccccc32)ccc1F (stereo not given)
5	?	-1%	-4%	-2%	-4%	-1%	-7%	-4%	CS(=O)(=O)N(CC(=O)Nc1ccccc1C(=O)N1CCOCC1)c1ccc2c(c1)OCO2
.	26%	-17%	.	.	-8%	-31%	.	7%	CC(C)(C)[C@@H]1COC(=O)[C@H](Cc2ccc(F)cc2)C/C=C\C[C@@H](CC(=O)NCCO)C(=O)N1
-36	68%[activator]	-16%	-2%	-1%	7%	15%	-12%	-6%	CN(C(=O)C(C)(C)C)C1c2c(ccc3ccccc23)OCC1CO (stereo not given)
-21	26%	-21%	-10%	-1%	-10%	-6%	8%	-4%	Cc1ccc(-c2nc(NCc3cccnc3)c3ccccc3n2)cc1
-3	-11%	-25%	?	-6%	-8%	5%	-2%	-27%	COCCOc1ccc(C(F)(F)F)cc1NC(=O)COC(=O)c1cc([N+](=O)[O-])ccc1N1CCOCC1
-1	10%	-15%	-2%	1%	-9%	.	5%	-9%	Cc1ccc(-n2nc(C(=O)Nc3ccc(Cl)cn3)c3c4ccccc4n(C)c3c2=O)cc1
-26	45%[activator]	-14%	-12%	-8%	-4%	-1%	-17%	-15%	Cc1cc(NC(=O)Nc2cccc(Cl)c2)n(-c2ccccc2)n1
-8	47%[activator]	-6%	-11%	1%	8%	0%	13%	-9%	Cc1cc[n+]2c3c(cccc13)CCC2

Quoted at random: two records from the list, in no set order.
RXFP1 antagonist	Pol iota inh	Pol eta inh	Apoferritin bind	BLM helicase inh	Tb PGK inh	APEX1 inh	POLB inh	POLK inh	mol
-36	68%[activator]	-16%	-2%	-1%	7%	15%	-12%	-6%	CN(C(=O)C(C)(C)C)C1c2c(ccc3ccccc23)OCC1CO (stereo not given)
-15	15%	-20%	?	-6%	i	23%	21%	-4%	N/C(Cc1ccc(Cl)cc1)=N\OC(=O)C1CCCCC1

Continuation:
RXFP1 antagonist	Pol iota inh	Pol eta inh	Apoferritin bind	BLM helicase inh	Tb PGK inh	APEX1 inh	POLB inh	POLK inh	mol
-17	5%	0%	.	.	2%	-10%	.	-9%	Cc1ccc(S(=O)(=O)N2CCN(C(=O)C3CCN(C(=O)c4ccc(F)cc4)CC3)CC2)c(C)c1
-18	114%[activator]	-17%	-7%	1%	6%	-1%	-3%	1%	CCn1c(O)c(N=NC(=O)c2cccs2)c2ccccc21
5	4%	-20%	-23%	0%	.	3%	38%	-1%	C/C(=N/NC(=O)CNC(=O)Cc1ccccc1)c1ccco1
-13	11%	-11%	1%	-12%	-3%	.	-7%	2%	Cc1cc(C)cc(NC(=O)CSc2oc(-c3cccs3)nc2S(=O)(=O)c2ccc(Br)cc2)c1
1	-12%	1%	.	.	-7%	17%	.	-3%	O=C(CNC(=O)c1ccc2c(c1)OCO2)Nc1cccc(Br)c1
-3	10%	1%	-12%	-2%	i	-5%	-19%	-10%	O=C(c1ccco1)N1CCN(c2nc3ccccc3n3nnnc23)CC1
0	7%	-16%	-9%	1%	-7%	-8%	-1%	-17%	Nc1nc2n(n1)C(c1cccs1)CC(c1ccc(F)cc1)N2 (stereo not given)
-30	13%	-17%	-14%	-5%	-2%	-11%	13%	-9%	O=C(NNC(=O)c1ccccc1OCc1ccc(F)cc1)c1ccccc1O
-6	16%	-10%	-6%	0%	-11%	-1%	16%	0%	N/C(=N\O)c1ccc(NC(=O)c2cccs2)cc1
22	?	5%	?	-2%	-8%[11.5 µM]	-7%	-21%	-11%	COc1ccc(Nc2ncnc3c2cnn3Cc2ccccc2)cc1
-31	60%[activator]	-9%	-6%	-9%	8%	10%	3%	-2%	CC(=O)c1ccc(OC(=O)c2ccc(-n3nc(C)cc3C)cc2)cc1
-17	6%	-11%	-16%	-1%	-7%	34%	6%	11%	COc1ccc(NC(=O)C2(N(C(=O)Cn3nnnc3N)c3ccc(OC)cc3)CCCCC2)cc1
-10	-11%	-6%	?	-2%	i	-7%	12%	-15%	O=C(NCc1ccc(Cl)cc1)C(=O)c1cn(CC(=O)N2CCOCC2)c2ccccc12
1	-13%	12%	-12%	2%	3%	.	-7%	-6%	CCCCCSc1nnc2c(n1)OC(CC)Nc1ccc(Br)cc1-2 (stereo not given)
-3	42%[activator]	-22%	.	.	-1%	3%	.	-12%	CCN(CC(=O)Nc1cc(Cl)ccc1C)C(=O)Cn1c(=O)cnc2ccccc21
-34	7%	?	-20%	1%	-1%	-6%	2%	-19%	O=C(COc1ccccc1[N+](=O)[O-])N/N=C/c1ccc(O)c([N+](=O)[O-])c1
16	-13%	-6%	-6%	-7%	i	0%	-13%	-1%	Cn1nccc1-c1cc(Cl)cc(Cl)c1O
-11	16%	-14%	7%	-8%	-2%	?	1%	4%	Cc1ccnc(SCc2cc(=O)c(OC(=O)c3ccc(Cl)c([N+](=O)[O-])c3)co2)n1
1	-2%	-1%	-2%	-3%	i	5%	12%	-4%	CCCCNC(=O)C1CCCN(S(=O)(=O)CC)C1 (stereo not given)
0	-8%	-6%	6%	1%	-7%	-1%	7%	-6%	C[n+]1c2n(c3ccccc31)N=C(c1ccc(Cl)cc1)CS2
-9	27%	-15%	-3%	0%	10%	-2%	1%	-15%	O=C(O)c1sc2ncccc2c1OCc1ccccc1
10&5	-5%	10%&-2%	-4%&-13%	-4%&-1%	3%	-4%	3%&7%	-6%&-8%	Cc1cc(C)cc(-n2ccn(CC(=O)NCCc3ccccc3)c(=O)c2=O)c1
.	?	-5%	.	.	-8%	.	.	-2%	CC(C)C[C@@H](CN)NC(=O)c1nc[nH]c1C(=O)N[C@@H](CC(C)C)C(=O)CNC[C@H](C)NC(=O)c1nc[nH]c1C(=O)N[C@@H](C)C(=O)O
.	11%	-12%	-11%	-6%	6%	.	19%	2%	COc1ccc(OC)c(NC(=O)Cn2c(=O)n(-c3cccc(C)c3)c(=O)c3c2c2cc(C)ccc2n3C)c1
-5	?	-8%	-9%	-5%	-3%	13%	24%	3%	BrC(=C\c1ccccc1)/C=N/n1cnnc1
-8	-4%	-1%	-8%	0%	-6%	-4%	-10%	-13%	COC(=O)COc1ccc(S(=O)(=O)NCc2ccco2)cc1
2	33%[activator]	.	-6%	-1%	.	.	9%	1%	CCOC(=O)CCn1nc(C)c2c(C)n(-c3ccccc3)nc2c1=O
-4	46%[activator]	-22%	.	.	-3%	30%	.	-9%	CCN(CC(=O)NC(C)C)C(=O)c1cc(S(=O)(=O)N2CCCCC2)ccc1N1CCCCC1
.	.	.	-12%	-3%	.	8%	.	7%[60.1 µM]	COc1ccc(-c2cc(=O)c3c(O)cc(O)c(-c4cc(-c5cc(=O)c6c(O)cc(OC)cc6o5)ccc4OC)c3o2)cc1
-14	20%	-10%	?	2%	2%	-1%	28%	-8%	CCC(C)c1ccccc1OCC(=O)NN1C(=O)c2ccccc2C1=O (stereo not given)
2	-1%	-8%	?	-5%	0%	-3%	0%	-17%	Cc1cc(SCC(=O)c2ccc3c(c2)OCO3)nc2ccccc12
8	19%	-10%	-6%	5%	-7%	.	-2%	-9%	CCCNC(=O)CCc1c(C)nc2nc(CNC(=O)c3ccccc3)nn2c1C
-9	70%[activator]	-13%	.	.	-5%	-3%	.	-12%	O=C(CN1C(=O)NC(c2ccccc2)(c2ccccc2)C1=O)NCc1ccco1
-4	34%	-19%	8%	-1%	i	0%	18%	-3%	C=CCN(CC=C)Cc1c(O)ccc2c(=O)c(-c3ccccc3)coc12

Not all compounds are listed (hit frequency here may not be typical).
